Cdc42 wt GTP: human Cdc42 wildtype GTP binding change, either direction. P60953. GST-Cdc42 beads, Bodipy-GTP binding, flow cytometry; actives lie on both sides. percent activity (GTP binding), % at 10 µM. 190,000 tested, 0.2% active. AID 761;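 active means percent activity GTP binding at least 20 points away from the 100% baseline, either down as inhibitor or up as activator; inconclusive means compound flagged as likely green fluorescent from well-wide comparison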;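 further: median bead fluorescence of bound Bodipy-FL-GTP at 100 nM; 0% = excess unlabeled GTP control and 100% = no compound control; below 100% means less GTP binding so inhibitor and above means activator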
Target sequence (P60953 whole entry, looked up): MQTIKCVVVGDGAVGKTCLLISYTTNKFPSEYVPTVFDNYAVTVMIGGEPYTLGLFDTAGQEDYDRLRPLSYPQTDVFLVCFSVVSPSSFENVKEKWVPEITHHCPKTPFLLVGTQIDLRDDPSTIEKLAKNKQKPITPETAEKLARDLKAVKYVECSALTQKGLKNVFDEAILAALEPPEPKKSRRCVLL
Rac1 wt GTP bind: modulators of human Rac1 wildtype GTP binding | AID 757 | 190,000 tested, 0.27% active | GTP binding activity (% of control), % at 10 µM | GST-Rac1 beads, fluorescent GTP binding, flow cytometry; actives lie on both sides; 0 = cold GTP competed, 100 = untreated | P63000;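 active means GTP binding activity at least 20 points away from the 100% control level, either lower or higher; inconclusive means compound flagged as likely green fluorescent, judged across all proteins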
RGS8-Gao: human RGS8-Galphao interaction regulation | P09471 | multiplexed bead flow cytometry, RGS8-Galphao binding; actives lie on both sides | response (percent of control binding), % at 10 µM | 220,000 tested, 0.34% active | AID 1423; in the data active means response below about 60% or above about 140%; inactive means in between;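 further: Galphao activated as the GDP aluminium fluoride complex binding bead-coupled RGS8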
Target sequence (P09471 whole entry, looked up): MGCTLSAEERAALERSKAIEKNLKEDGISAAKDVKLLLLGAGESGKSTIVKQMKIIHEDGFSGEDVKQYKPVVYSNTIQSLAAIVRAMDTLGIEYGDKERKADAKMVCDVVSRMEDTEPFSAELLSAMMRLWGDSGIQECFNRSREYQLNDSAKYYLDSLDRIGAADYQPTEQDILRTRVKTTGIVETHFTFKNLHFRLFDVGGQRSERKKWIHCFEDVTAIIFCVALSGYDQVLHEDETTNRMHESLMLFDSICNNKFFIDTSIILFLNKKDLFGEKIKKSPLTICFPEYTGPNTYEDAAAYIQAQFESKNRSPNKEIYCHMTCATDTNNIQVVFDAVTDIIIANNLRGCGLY
Rab7 wt GTP bind: modulators of GTP binding to dog Rab7 wildtype GTPase; GST-Rab7 beads, fluorescent GTP binding, flow cytometry; actives lie on both sides; untreated = 100%, excess cold GTP = 0%; GTP binding activity (percent of control), % at 10 µM; 190,000 tested, 0.055% active; AID 758;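 active means fluorescent GTP binding to Rab7 beads changed by at least 20 points from the 100% baseline, either direction, mostly lower; inconclusive means compound itself probably fluorescent, or too few beads counted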;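 further: median green fluorescence of bound Bodipy-FL-GTP per Rab7 bead population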
Rac1 act GTP bind: modulators of GTP binding to human Rac1 activated mutant | P63000 | GST-Rac1 activated beads, fluorescent GTP binding, flow cytometry; actives lie on both sides; 100% means binding = to untreated wells | percent activity (GTP binding), % at 10 µM | 190,000 tested, 0.11% active;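 active means GTP binding at least 20 percentage points away from the 100% baseline, in either direction, so actives lie on both sides; inconclusive means Compound likely fluorescent itself, or too few beads counted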
Rab2A wt mod: changes GTP binding to wildtype dog Rab2A, up or down; P61105; GST-Rab2 wt beads, Bodipy-GTP binding, flow cytometry; GTP binding activity, % at 10 µM; 190,000 tested, 0.19% active; AID 760;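 active means GTP binding activity at least 20 points away from 100%, either lowered or raised; inconclusive means signal likely due to the compound's own green fluorescence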;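 further: 0% = beads with excess unlabeled GTP and 100% = no-compound control corrected for plate trend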
Pf gametocyte: inhibitors of late stage P. falciparum gametocyte viability. P. falciparum stage V gametocytes, ATP luminescence, 24 h. inhibition, % at 10.9 µM. 150,000 tested, 0.065% active. AID 743093;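 active means inhibition above the mean plus 3 SD of compounds within the control limits, set per campaign, cut at about 38% in these data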;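 further: 0% = DMSO wells and 100% = medium only without gametocytes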
Mcl1 Bid PPI: disrupts binding of human Mcl-1 to Bid peptide. AID 1021. inhibition, % at 21.7 µM. TR-FRET Mcl-1/Bid-Dy647 peptide binding, 1536-well. 220,000 tested, 0.97% active. Q07820;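 active means compounds that cut the binding signal by more than half at the single screening dose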;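 further: His-tagged Mcl-1 with europium anti-His antibody binding Bid BH3 peptide; 0% = Mcl-1 plus peptide wells and 100% = peptide-only wells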
Mcl1-Noxa inh: disrupts binding of human Mcl-1 to Noxa peptide | Q07820 | 220,000 tested, 1.5% active | inhibition, % at 21.7 µM | TR-FRET Mcl-1/Noxa peptide binding, 2 h | AID 1022;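 active means compounds that cut the protein-peptide binding signal by more than 50% relative to plate controls in a single-dose test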;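 further: His-tagged Mcl-1 with rhodamine Noxa BH3 peptide and terbium anti-His antibody; 0% = Mcl-1 plus Noxa peptide wells and 100% = peptide-only wells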
HRas wt GTP: human HRas wildtype GTP binding, change in either direction | AID 759 | 190,000 tested, 0.14% active | P01112 | GST-Ras wt beads, Bodipy-FL-GTP binding, flow cytometry; actives lie on both sides | GTP binding activity, % at 10 µM;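 active means GTP binding activity at least 20% away from the 100% baseline, either lowered as inhibitor or raised as activator; inconclusive means flagged as likely green fluorescent, judged across all proteins in the well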;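 further: 0% = unlabeled GTP competition control and 100% = no-compound control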
Target sequence (P01112 whole entry, looked up): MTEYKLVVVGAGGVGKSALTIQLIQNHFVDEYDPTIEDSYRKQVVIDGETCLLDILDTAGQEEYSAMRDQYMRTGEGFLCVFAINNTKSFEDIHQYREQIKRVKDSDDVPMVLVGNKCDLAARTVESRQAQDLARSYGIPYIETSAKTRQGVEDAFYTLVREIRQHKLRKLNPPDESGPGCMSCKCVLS
Mcl-1 Bim block: human Bim-Mcl-1 interaction inhibition; Q07820; Bead-based flow cytometry, Bim peptide-Mcl-1 binding; inhibition, % at 10 µM; 190,000 tested, 0.1% active; AID 1009; in the data active means inhibition above about 40%;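 further: 0% = no compound tracer wells and 100% = peptide blocker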
Active calls of the source: *; ? = inconclusive; / = no result given.

Structure,Cdc42 wt GTP,Rac1 wt GTP bind,RGS8-Gao,Rab7 wt GTP bind,Rac1 act GTP bind,Rab2A wt mod,Pf gametocyte,Mcl1 Bid PPI,Mcl1-Noxa inh,HRas wt GTP,Mcl-1 Bim block
COc1ccc(-c2nnc(SCc3nnc(-c4ccccc4)o3)n2-c2ccccc2)cc1,94,93,97,90,93,96,13,-38,-34,94,-5
CCOC(=O)c1c(NC(=O)Cn2cnc3sc(C)c(-c4ccccc4)c3c2=O)sc(C)c1C,103,105,99,105,99,99,-1,-26,0,102,-7
CC1CCN(S(=O)(=O)c2ccc(NC(=O)CN3CCN(C)CC3)cc2)CC1,106,105,98,101,100,105,/,23,-5,106,2
COc1ccc(Nc2ncc3c(n2)CC(c2ccccc2)CC3=O)cc1 (stereo not given),101,102,100,99,99,102,/,-8,-14,99,-1
CCN(CC)c1ccc(NC(=O)COc2ccccc2C)cc1S(=O)(=O)Nc1ccccc1OC,99,102,83,102,99,100,4,8,3,97,-17
Cc1c(NC(=O)COC(=O)c2cc(-c3cccc4ccccc34)nc3ccccc23)c(=O)n(-c2ccccc2)n1C,101,101,100,97,96,97,/,13,0,97,-1
Cc1ccc(CCNC(=O)CS(=O)Cc2nc(-c3cccc(C)c3)oc2C)cc1 (stereo not given),97,101,101,99,95,96,/,0,7,100,-1
Cc1ccc2[nH]c(=O)c(CN(Cc3nnnn3C3CCCC3)C3CCCCC3)cc2c1,94,92,98,101,99,100,/,11,0,95,-3
NC(=O)CSc1nc2sc3c(c2c2ncnn12)CCCC3,92,91,99,92,93,89,/,-7,-3,92,-1
O=[N+]([O-])c1ccc(N2CCNCC2)cc1NCc1cccnc1,103,105,106,105,101,100,9,-62,21,103,-1
COc1cc(-c2nn3c(C4CCCCC4)nnc3s2)cc(OC)c1OC,111,110,93,104,102,111,/,-40,21,109,0
CC(C)CCn1nnnc1C(c1ccc(N(C)C)cc1)N1CCN(C(=O)c2ccco2)CC1 (stereo not given),97,97,97,92,96,95,/,-99,28,98,0
c1ccc(-c2csc(N3CCN(c4ccccn4)CC3)n2)cc1,99,102,101,100,98,99,/,-39,1,98,0
CC(C)(C)C1CCC(OC(=O)CN2CCOCC2)CC1 (stereo not given),96,95,88,98,95,97,16,-11,9,98,-2
O=C(CCC1CCCN(C(=O)c2ccc3c(c2)OCO3)C1)N1CCN(c2ccccn2)CC1 (stereo not given),101,103,105,100,99,99,15,-33,-11,100,2
CCCc1nc(S(=O)(=O)Cc2ccc(Cl)cc2Cl)n[nH]1,99,99,101,97,97,95,3,-13,15,100,-4
Cc1ccc(N2C(=O)C3CC(c4ccccc4)=C4C5C=CC(C6C(=O)N(c7ccc(C)cc7C)C(=O)C56)C4C3C2=O)c(C)c1 (stereo not given),102,110,103,99,101,103,/,-6,-11,101,1
COc1ccc(Cl)cc1NC(=O)CSc1nnc(COc2ccccc2)n1N,102,102,100,103,98,100,-19,-10,2,99,-3
COC(=O)c1nc2nc(-c3cccs3)cc(C(F)(F)F)n2n1,97,103,101,103,97,99,/,-16,18,100,-3
CCN(CC)C(=O)C(=O)Nc1ccc(Oc2ccccc2)cc1,95,97,101,96,93,96,11,-9,4,94,-2
Cc1oc(/N=C/c2ccc(O)cc2O)c(C#N)c1C,95,99,105,107,99,97,-15,-46,17,96,0
O=C(Cn1cc(C(=O)c2ccco2)c2ccccc21)Nc1ccccc1,100,103,104,103,98,101,/,-3,-6,101,7
Cc1nnc2ccc(N3CCN(c4ccccn4)CC3)nn12,93,98,104,99,98,95,/,8,0,96,2
COc1ccc(CC(NC(C)=O)C(=O)NC2CCN(C(=O)C3CC3)CC2)cc1OC (stereo not given),101,101,111,97,98,98,-23,-13,-10,98,1
CCOC(=O)N1CCN(C(=O)c2ccc3c(=O)n(-c4ccc(OC)cc4OC)c(=S)[nH]c3c2)CC1,110,105,92,97,103,105,5,-32,5,105,-5
CCOCCCNC(=O)CSc1nc2nc(C)c(Cc3ccccc3)c(C)n2n1,93,92,106,94,90,93,1,-20,-8,93,1
COC(=O)c1cc(COc2ccc3ccc(=O)oc3c2)c(C)o1,102,103,96,101,99,101,/,5,11,103,2
Clc1cccc(Cl)c1CNc1ccc(N2CCCC2)cc1,98,100,97,104,96,97,-22,-71,67*,97,16
COc1ccc(/C=N/N=C2/NC(=O)C(CC(=O)O)S2)cc1OCc1ccc(Cl)cc1Cl (stereo not given),96,99,102,98,94,96,13,12,31,99,-5
O=C(O)C1CCCCC1C(=O)NCc1ccc2c(c1)OCO2 (stereo not given),93,94,115,93,96,94,19,4,-5,93,0
COc1ccc(N/C=C\C(=O)c2ccc3c(c2)OCO3)cc1OC,102,104,99,96,100,97,18,-45,35,99,-1
Clc1c(-c2nnc3n2CCC3)sc2ccccc12,98,98,102,99,97,99,/,0,2,98,0
COc1ccc(CNC(=O)C(OC(=O)c2ccco2)c2ccc(OC)cc2)cc1 (stereo not given),99,105,97,98,99,98,8,2,10,99,-1
CNC(=O)C1CCCN1S(=O)(=O)c1ccc(OC)cc1 (stereo not given),107,110,103,100,104,103,0,-7,17,106,-1
CCOC(=O)N1CCN(S(=O)(=O)c2cc([N+](=O)[O-])ccc2C)CC1,?,?,101,?,?,?,-33,-26,0,?,-4
CCOC(=O)/C(C#N)=C(C)/C=C1\Sc2ccccc2N1CC,104,101,93,99,98,98,-1,24,10,99,-3
CNC(=O)COC(=O)CCC(=O)c1cccs1,96,96,98,91,92,97,18,-23,12,91,0
N[C@@]12CCc3nonc3[C@]1(O)CC(c1ccccc1)=[N+]2[O-],100,103,99,101,97,99,3,-12,2,101,0
Cc1ccc(C(=O)C2CCN(CC(=O)Nc3ccc4c(c3)OCCO4)CC2)cc1,98,100,103,97,97,98,-9,-35,-8,99,0
O=C(CSc1nnc(C2CC2)n1Cc1ccccc1)N1CCN(S(=O)(=O)c2ccccc2)CC1,102,109,99,103,102,102,/,-20,-2,105,-5
Cc1cc(C(F)(F)F)c(C#N)c(=O)[nH]1,100,105,82,98,97,97,29,11,0,99,0
CC1(C)C(=O)N(OCc2ccccc2)C(C)(C)C(=O)N1OCc1ccccc1,104,106,104,103,99,101,/,-35,-9,102,-5
COCC(=O)Nc1ccc(S(=O)(=O)Nc2ccccn2)cc1,96,100,99,101,95,96,/,-24,1,98,0
O/N=C(\c1ccc(Cl)cc1Cl)c1ncc(C(F)(F)F)cc1Cl,100,105,101,97,99,100,/,-7,8,101,0
CC1(C)OC(=O)C2(Cc3ccccc3N3CCCCC32)C(=O)O1 (stereo not given),95,96,99,96,97,96,11,-65,9,97,3
COc1ccc2c(c1)C(NC(C)=O)C(=O)N2CCc1ccccc1 (stereo not given),96,102,95,98,97,98,7,-17,9,96,1
COC(=O)c1c(NC(=S)Nc2ccc(CC(=O)O)cc2)sc(C)c1C,99,102,99,99,98,97,/,-81,72*,97,-5
COc1ccc(CNC(C)(C)C)cc1Cl,99,97,100,93,95,94,/,-17,10,98,-2
CCCCOC(=O)Nc1ccccc1C(=O)OC,97,95,100,95,93,94,-17,2,17,96,-2
Cc1c(Cl)cccc1N1C(=O)C(N2C(=O)c3cccc([N+](=O)[O-])c3C2=O)C1c1cccs1 (stereo not given),97,98,103,97,97,95,/,-1,7,101,-6

Next section.
Structure,Cdc42 wt GTP,Rac1 wt GTP bind,RGS8-Gao,Rab7 wt GTP bind,Rac1 act GTP bind,Rab2A wt mod,Pf gametocyte,Mcl1 Bid PPI,Mcl1-Noxa inh,HRas wt GTP,Mcl-1 Bim block
CCOC(=O)c1ccc(Nc2ccc(-c3ccc(OC)c(OC)c3)nn2)cc1,?,?,103,?,?,?,2,13,32,?,-3
Cc1ccc(C)c(N=C2CCCN2Cc2ccccc2)c1C#N,101,107,101,95,99,101,/,-6,8,104,2
O=C1NC(=O)/C(=C\c2cn(Cc3ccccc3F)c3ccccc23)N1,102,98,99,107,100,101,-28,18,49,101,-2
COc1cccc(-c2nnc(-c3ccc(C(F)(F)F)cc3)o2)c1,99,98,103,95,99,94,-9,12,-1,97,-3
CC(CCO)Nc1nc2c(c(=O)n(C)c(=O)n2C)n1Cc1cccc(Br)c1 (stereo not given),98,103,103,98,99,100,/,-42,7,100,-1

Outcome played no part in choosing rows; 2.9% or so of the library scored in one or more.
